POLK inh = blocks human DNA polymerase kappa activity. 0.53% of 400,000 active. purified Pol kappa, fluorescent DNA synthesis assay, 10 min. Potency, µM (top dose mostly 107 µM), inactives show top-dose activity, negative = inhibition, hits mostly inhibitors. Q9UBT6; further: potency means the concentration at half of the fitted maximal effect; on the % scale 0 is the no-effect control and ±100 the full control effect
Target sequence (Q9UBT6 whole entry, looked up): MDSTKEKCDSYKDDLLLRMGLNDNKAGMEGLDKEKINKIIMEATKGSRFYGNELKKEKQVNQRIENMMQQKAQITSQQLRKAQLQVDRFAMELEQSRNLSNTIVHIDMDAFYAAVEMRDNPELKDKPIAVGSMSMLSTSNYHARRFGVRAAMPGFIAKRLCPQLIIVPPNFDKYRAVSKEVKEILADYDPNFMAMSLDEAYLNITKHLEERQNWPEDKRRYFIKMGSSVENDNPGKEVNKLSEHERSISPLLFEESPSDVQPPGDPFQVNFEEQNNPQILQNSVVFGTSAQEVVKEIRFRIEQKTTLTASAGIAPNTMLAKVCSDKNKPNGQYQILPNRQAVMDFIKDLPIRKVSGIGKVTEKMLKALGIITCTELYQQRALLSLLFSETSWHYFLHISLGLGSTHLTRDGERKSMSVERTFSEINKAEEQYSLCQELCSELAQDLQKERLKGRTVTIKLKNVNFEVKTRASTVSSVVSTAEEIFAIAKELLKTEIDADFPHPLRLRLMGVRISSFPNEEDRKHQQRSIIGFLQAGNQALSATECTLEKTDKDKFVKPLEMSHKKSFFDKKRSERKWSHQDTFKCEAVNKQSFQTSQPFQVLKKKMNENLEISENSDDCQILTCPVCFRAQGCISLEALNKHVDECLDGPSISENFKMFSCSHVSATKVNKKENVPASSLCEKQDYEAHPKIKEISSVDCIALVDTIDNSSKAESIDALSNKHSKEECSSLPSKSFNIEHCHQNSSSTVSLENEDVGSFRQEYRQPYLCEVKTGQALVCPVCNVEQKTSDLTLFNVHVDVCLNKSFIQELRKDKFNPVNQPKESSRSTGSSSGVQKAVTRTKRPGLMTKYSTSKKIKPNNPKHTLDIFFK
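First, compounds were pin-transferred onto 10 nM Pol kappa. After 15 min at room temperature, substrate was added to 50 nM final. Fluorescence was then measured kinetically at 0 and 10 min.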
ERG Ets-DNA blk = inhibitors of human ERG Ets domain-DNA interaction. fluorescence polarization, His-ERG Ets domain / labelled DNA. Potency, µM (series often up to 76.9 µM), for the others: top-dose FP activity, negative = inhibition, usual class: inhibitors. 0.028% of 370,000 active. AID 624246; active means well fitted inhibition curve with a large enough effect in the polarisation, with a control signal flat; inconclusive means small, poorly fitted or top-dose-only effect, or effect the other way, or a change in a side signal; inactive means no such curve, though single readings can be large or run the other way; the % refers to the polarisation;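 further: polarization taken with two DNA probes labelled with fluorescein and Texas red; potency means the concentration at half of the fitted maximal effect; % of control where 0% means no effect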
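His-tagged ERG Ets domain (1 uM in the protein solution; 300mM KCl, 50mM Tris-HCl, 1mM EDTA, 1mM DTT, pH 7.5) received compound, then a probe mix of 5 nM fluorescein-DNA and 100nM Texas-615-DNA. Fluorescence polarization was read for both dyes.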
Pol beta inh = DNA polymerase beta (human) inhibition; Pol beta primer extension/strand displacement, fluorescence kinetic; Potency, µM (highest dose often 114 µM), without a hit: at the highest dose activity change, negative = inhibition, usual class: inhibitors; 1.3% of 340,000 active; AID 485314; further: potency means the concentration at half of the fitted maximal effect; on the % scale 0 is the no-effect control and ±100 the full control effect
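Pol beta (10 nM) and compounds were preincubated 15 min at room temperature, then 50 nM substrate (final) started primer extension/strand displacement. Reads were taken at 0 and 10 min; concentration-response data were fitted to a four-parameter Hill equation.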
BLM helicase inh = blocks DNA unwinding by human BLM helicase. recombinant BLM DNA unwinding, fluorescence dequenching. AID 2528. Potency, µM (series often up to 56.1 µM), for the others: top-dose activity change, negative = inhibition, hits mostly inhibitors. P54132. 0.2% of 350,000 active;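 further: potency means the concentration at half of the fitted maximal effect; plate controls were vehicle for no effect and no enzyme for full effect; nearly all actives have a fitted effect of over 35% in size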
POLI inh = blocks human DNA polymerase iota activity; Pol iota fluorescent replication assay, 10 min; Potency, µM (doses to about 115 µM), for the others: at the top dose activity, negative = inhibition, actives largely listed as inhibitors; 1% of 390,000 active; further: potency means the concentration at half of the fitted maximal effect
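Fluorescent replication assay read twice, at 0 min and 10 min after adding 50 nM (final) substrate. Enzyme (10 nM) and compounds were first incubated 15 min at room temperature; enzyme-free buffer wells were negative controls.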
Apoferritin bind = candidate novel general anesthetic via apoferritin binding. 0.074% of 350,000 active. apoferritin/1-aminoanthracene competitive binding, fluorescence. Potency, µM (highest dose often 77.5 µM), inactives show at the highest dose activity change, negative = displacement, hits mostly inhibitors. P02791; further: potency means the concentration at half of the fitted maximal effect; on the % scale 0 is the no-effect control and ±100 the full control effect; nearly all actives have a fitted effect of over 20% in size
Target sequence (P02791 2-175 limits assumed): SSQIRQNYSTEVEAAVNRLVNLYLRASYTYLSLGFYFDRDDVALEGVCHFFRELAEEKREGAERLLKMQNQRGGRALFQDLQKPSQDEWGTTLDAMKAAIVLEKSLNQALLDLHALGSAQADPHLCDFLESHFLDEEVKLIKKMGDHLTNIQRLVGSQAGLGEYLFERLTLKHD
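Probe: 1-aminoanthracene (50% saturated, PBS). Protein: horse-spleen apoferritin, 10 uM. Incubation: 10 min, room temperature. Detection: 380 nm excitation, 535 nm emission. Analysis: normalized response, four-parameter Hill.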
APEX1 inh = blocks human APE1 abasic DNA cleavage; P27695; 0.35% of 350,000 active; recombinant APE1, TAMRA/BHQ-2 abasic DNA cleavage fluorescence; Potency, µM (highest dose often 65.8 µM), inactives show top-dose activity change, negative = inhibition, actives largely listed as inhibitors;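 further: potency means the concentration at half of the fitted maximal effect; plate controls were vehicle for no effect and reference inhibitor for full effect; nearly all actives have a fitted effect of over 55% in size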
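Enzyme (0.75 nM final) and test compound are incubated 15 min at room temperature before adding 50 nM quenched THF abasic-site duplex. Cleavage dequenches TAMRA, followed at 525/598 nm over three reads one minute apart.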
TRHR agonist = TRH receptor (human) agonism | P34981 | TRHR cells, calcium flux fluo-8, FDSS agonist mode | activation, % at 2 µM | 0.18% of 360,000 active | AID 493084; in the data active means activation above about 30%; further: 0% is about no effect
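TRHR-expressing cells, plated overnight in medium with 10% serum, were loaded with fluo-8 calcium dye at room temperature. After a 10 s baseline, library compound was pin-added and calcium release was recorded kinetically (ex 480/em 530) as agonist response.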
ALOX12 inh = blocks human arachidonate 12S-lipoxygenase; purified 12hLO, xylenol orange hydroperoxide absorbance; 1.1% of 580,000 active; Potency, µM (top dose mostly 108 µM), inactives show at the highest dose activity change, negative = inhibition, most hits filed as inhibitors; P18054; further: potency means the concentration at half of the fitted maximal effect; on the % scale 0 is the no-effect control and ±100 the full control effect
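Purified human 12hLO at 150 nM in 25 mM Hepes, 0.01% Triton X-100, pH 7.0, preincubated 15 min at room temperature with compound. Reaction started with 40 uM arachidonic acid, 30 min at room temperature. Hydroperoxide measured by Fe-xylenol orange, 573/405 nm absorbance ratio.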
Starred values were filed as active, the others as inactive; ? = inconclusive; . = no result given; & = joins results of further samples; [ ] = remark or other dose. Unless noted, the call rests on the fitted dose curve; in most records, active means well fitted curve in the direction sought with a large enough effect; inconclusive means small, poorly fitted or top-dose-only effect, or another doubt; inactive means no such curve, though single readings can be large; an effect the other way counts as inactive or inconclusive. A portion of the library; the hit share may differ from the screen's.

SMILES	POLK inh	ERG Ets-DNA blk	Pol beta inh	BLM helicase inh	POLI inh	Apoferritin bind	APEX1 inh	TRHR agonist	ALOX12 inh
CCCCC[C@H](O)/C=C/[C@@H]1[C@@H](CCCCCCC(=O)O)[C@@H](O)C[C@H]1O	-17%	-1%	0%	-2%&5%	-17%	-10%&3%	0%&4%&-3%	-0.6	-1%[12.5 µM]
COc1cc(OC)cc(C(=O)Nc2cccc(-c3cn4ccsc4n3)c2)c1	-7%[60.1 µM]	3%	4%	-4%	-7%	29%	.	-1.0	-9%
CCCOc1cccc(NC(=O)OC2CCN(C)CC2)c1	-9%	5%	7%	-9%	24%	-1%	-7%	1.2	-1%
COc1ccc(S(=O)(=O)N(c2onc(C)c2Cl)S(=O)(=O)c2ccc(OC)cc2)cc1	-9%	11%	2%	5%	25%	6%	-1%	0.0	?
CC1CC(C)CN(C(=O)/C=C/c2ccc(S(=O)(=O)N3CCOCC3)cc2)C1 (stereo not drawn)	-12%	-1%	.	.	23%	.	-8%	0.0	-3%
COc1cc(-c2nc3ccccn3c2/N=C/c2cccc(OC)c2O)ccc1O	-6%	-8%	35%	-11%	23%	2%	-2%	-0.7	?
COc1ccccc1C(CNC(=O)C1COc2ccccc2O1)N1CCCC1 (stereo not drawn)	9%	-2%	.	.	-14%	.	30%	-0.6	34%[activator]
O=P(NCc1ccccc1)(OCc1ccccc1)OCc1ccccc1	-13%	0%	.	.	-16%	.	.	.	-27%
O=C(CCc1nc(-c2ccc(Cl)cc2)no1)NCc1ccccc1CN1CCOCC1	-7%	-5%	.	.	-1%	.	20%	-0.4	6%
C=CCN1C(=O)C(CC(=O)Nc2ccccc2)N(Cc2ccccn2)C1=S (stereo not drawn)	-20%	-5%	0%	0%	-8%	-8%	1%	1.0	?
COc1cccc(-c2nc(N3CC(C)CC(C)C3)c3ccccc3n2)c1O (stereo not drawn)	-14%	-8%	-3%	-12%	58%[activator]	?	-2%	0.1	-1%
COc1ccccc1OCC(=O)Nc1ccc(N2CCOCC2)cc1N1CCOCC1	-17%	-13%	.	.	25%	.	31%	-1.4	?
Cc1cc(Cl)ccc1NC(=O)C1COc2ccccc2O1 (stereo not drawn)	-12%	-17%	5%	-1%	-11%	?	-1%	1.7	-27%
CC(=O)Nc1ccc(S(=O)(=O)Nc2nc3ccccc3s2)cc1	-12%	3%	12%	-1%	1%	-9%	19%	0.7	-1%
Cc1cccc(CN2CCN(C(=O)CN(C)C(C)C(=O)Nc3ccc(C(N)=O)cc3)CC2)c1 (stereo not drawn)	0%	17%	.	.	-4%	.	15%	0.4	-9%
CC(=O)c1cc(-c2ccc(F)cc2)n(CC(=O)NCc2cccs2)c1C	-9%	-3%	4%	-7%	-14%	-7%	3%	.	-10%
CC(=O)Nc1ccc(SCC(=O)OCC(=O)NC(=O)NCc2ccco2)cc1	-5%	8%	50%	-1%	15%	-18%	-1%	-0.1	39%[activator]
O=C(CSCc1nc2c(nnn2Cc2ccc(F)cc2)c(=O)[nH]1)Nc1cccc(C(F)(F)F)c1	-3%	-2%	-2%	-6%	200%[activator]	?	-3%	0.1	-18%
CC1(C)Oc2ccc3ccc(=O)oc3c2C[C@H]1O	-2%	8%	0%	-4%	-1%	-9%	4%	0.3	-9%
CCC1CCCCN1CCCNC(=O)c1ccc2c(c1)sc1nc(-c3ccc(F)cc3)cn12 (stereo not drawn)	-11%	-4%	24%	-1%	9%	-10%	.	0.3	-32%
NC(=O)Cc1ccc(C(=O)c2ccccc2)s1	-2%	-7%	-19%	2%	-5%	-11%	-3%	-0.4	0%
CN(Cc1ccccc1)C(=O)CSc1nnc(-c2cccc(Cl)c2)o1	2%	-1%	-26%	-10%	29%	39%[activator]	.	-0.6	-7%
CCc1ccccc1Nc1nc(N)nc(CSCC(=O)Nc2ccc(C)c(C)c2)n1	-6%	8%	-1%	-6%	42%[activator]	?	-9%	-0.7	-13%
COc1cccc(C2CC(c3cccc(OC)c3)n3nc(N)nc3N2)c1 (stereo not drawn)	-15%	10%	-1%	1%	-12%	-8%	-2%	0.4	327%[activator]
O=C(c1cnccn1)N1CCC2(CCN(Cc3nccs3)CC2)CC1	-6%[60.1 µM]	.	.	0%	.	.	0%	.	5%[57.4 µM]
CCCCCC(=O)Nc1cccc2ccccc12	-20%[60.1 µM]	12%	21%	-6%	13%	-16%	7%	0.1	-13%
Cc1ccccc1NC(=O)c1ccccc1-c1ccccc1	0%	?	-16%	-3%	33%[activator]	-10%	24%	-0.5	8%
O=C1CC/C=C\C[C@@H](CC(=O)N(CCO)Cc2ccccc2)C(=O)N2CCC[C@H]2CO1	18%	-9%	.	.	3%	.	29%	.	-2%
CC(=O)Nc1ccc(NS(=O)(=O)c2cc([N+](=O)[O-])ccc2C)cc1	0%	15%	-24%	0%	78%[activator]	-4%	10%	0.7	-3%
OCCC1CN(Cc2cccc3nonc23)CCN1Cc1ccsc1 (stereo not drawn)	-10%	-7%	-4%	-1%	-10%	-8%	1%	0.3	0%
Nc1ccccc1SC(C[N+](=O)[O-])c1ccccc1 (stereo not drawn)	8%	2%	-22%	0%	?	5%	4%	-1.3	.
CSc1nnc(CNC(=O)c2ccccc2)n1-c1ccc(F)cc1	0%	-5%	16%	-1%	13%	-10%	4%	-0.2	0%
COCCCNC(=O)c1ccc2c(c1)N=C(C)c1c(C)ccc(C)c1S2	-1%	5%	33%	-4%	12%	-5%	.	-1.7	?
COc1ccc(C(=O)Cn2c(C(=O)/C=C/c3ccccc3)nc3ccccc32)cc1	-11%	-29%	15%	-6%	10%	-17%	-3%	0.6	-16%
CCCN(CC(=O)Nc1ccccc1C)C(=O)Cc1n[nH]c(=O)c2ccccc12	-3%	-2%	.	.	13%	.	-5%	-0.1	8%
COc1ccc(C(=O)NCCCc2ccccc2)cc1	2%	-1%	.	.	39%[activator]	.	.	.	101%[activator]
O=S(=O)(NCC(c1ccco1)S(=O)(=O)c1cccs1)c1ccc(Cl)cc1 (stereo not drawn)	-2%[60.1 µM]	3%	-2%	-3%	15%	-8%	.	4.9	-7%
NS(=O)(=O)c1cccc(NC(=O)c2cncc(Br)c2)c1	9%	-7%	-2%	0%	36%[activator]	-7%	-2%	-0.2	5%
O=C(c1ccc(CSCc2ccccc2F)o1)N1CCN(c2ccc(N3CCOCC3)nn2)CC1	-17%	3%	-12%	-6%	-6%	3%	-1%	-1.6	-20%
O=c1[nH]c2ccc([N+](=O)[O-])cc2[nH]1	-6%	-3%	.	.	17%	.	.	.	-1%

Quoted from the listing:
CSc1nnc(CNC(=O)c2ccccc2)n1-c1ccc(F)cc1 in ALOX12 inh = 0%
OCCC1CN(Cc2cccc3nonc23)CCN1Cc1ccsc1 (stereo not drawn) in POLK inh = -10%

Additional entries.
SMILES	POLK inh	ERG Ets-DNA blk	Pol beta inh	BLM helicase inh	POLI inh	Apoferritin bind	APEX1 inh	TRHR agonist	ALOX12 inh
Cc1ccc(Nc2nnc(SCC(O)=C(C#N)c3nc4ccccc4[nH]3)s2)c(C)c1	-12%	9%	.	.	-6%	.	.	.	-14%
O=C1CCC[C@@H]2[C@H](Cc3ccccc3)[C@@H](O)C[C@@H]3CCN1[C@@H]32	6%&-5%	-12%	.	.	22%&-6%	.	.	.	1%
COc1cccc(NC(=O)CSC2=Nc3ccccc3N=C(c3ccc(F)cc3)C2)c1	-18%[60.1 µM]	-5%	-4%	-9%	?	3%	.	0.9	-11%
COc1ccc(Br)cc1C(=O)Nc1ccc(C(=O)NCC(C)C)cc1	0%	-4%	-12%	-2%	-8%	-20%	7%	-2.3	-2%
COCCCNc1nc2ccccc2nc1NS(=O)(=O)c1ccc(OC)cc1	-3%	1%	24%	-2%	85%[activator]	6%	21%	0.5	?
CCC(=O)Nc1cc(=O)[nH]c2nc(-c3ccc(Cl)cc3)nn12	3%	-16%	9%	2%	25%	1%	-3%	-0.3	0%
COCC(=O)Nc1ccc(N2CCOCC2)c(S(=O)(=O)Nc2ccc(OC)cc2)c1	4%	1%	.	.	19%	.	18%	.	3%
COc1ccc(C(=O)NCCn2cc(SCC(=O)Nc3cc(C)on3)c3ccccc32)cc1OC	-11%	-2%	31%	1%	2%	-17%	15%	-0.8	0%
COc1ccc2oc(=O)c(C(=O)Nc3cccc(C(C)=O)c3)cc2c1	-13%	0%	6%	2%	-17%	-4%	-7%	-0.1	0%
O=C(Cc1ncc(C(F)(F)F)cc1Cl)N1CCN(c2ccccn2)CC1	-18%	0%	14%	-3%	-2%	-8%	8%	.	0%
COc1cc2cc(CCCOC(=O)CCC(=O)O)oc(=O)c2cc1OC	-7%	-6%	.	.	1%	.	8%	0.2	-3%
COCCNC(=O)[C@H]1N2C(=O)c3c(ccc(OC)c3OC)C2SC1(C)C (stereo partly drawn)	2%	1%	34%	-8%	13%	-1%	8%	-0.4	5%
COc1ccccc1NC(=O)Cn1cnc2c(oc3nc4c(cc32)CCCC4)c1=O	-11%	-7%	32%	0%	14%	1%	2%	-0.4	-8%
Cc1ccc(-c2sc(-c3ccccc3)nc2CC(=O)Nc2ccccc2F)cc1	4%	-11%	6%	-4%	10%	-1%	7%	0.7	-27%
CC(=O)Nc1sc(C)c(C)c1C(=O)OC(C)C	-7%	5%	23%	-4%	3%	-7%	-2%	0.5	-27%
O=C(Cn1ncc2c(=O)oc3ccccc3c21)N(Cc1ccco1)C1CCCCC1	1%	11%	5%	-10%	-13%	-6%	-2%	-0.5	27%
CCOc1ccc(NC(=O)Cc2csc(COc3cccc(C)c3)n2)cc1	-38%	1%	49%	-2%	1%	10%	.	-0.2	-18%
